# FLuc counter: inhibits or activates purified firefly luciferase, miR-21 counter-screen. P08659. purified FLuc, Km substrates, luminescence inhibition. Potency, µM (series often up to 57.5 µM), without a hit: at the highest dose activity change, negative = inhibition, hits mostly inhibitors. 360,000 compounds, 6.9% hits;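 also: potency is read from the fitted curve at half-maximal effect; plate controls were vehicle for no effect and reference inhibitor for full effect; nearly all actives have a fitted effect of over 55% in size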
#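 Biochemical qHTS of compounds, final roughly 60 µM downward over six points, against 10 nM purified firefly luciferase using Km concentrations of substrates (10 uM D-luciferin, 10 uM ATP) in Tris acetate pH 7.5 buffer; luminescence output.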
# BRCA1 expr up: activators of BRCA1 expression. MCF7-BRCA1-FFLuc reporter, luminescence, 48 h; response scale: scaled: vehicle 0%, 10 µM genistein 100%. Potency, µM (series often up to 46.1 µM), for the others: at the highest dose activation, hits mostly activators. 380,000 compounds, 1.1% hits; also: potency is read from the fitted curve at half-maximal effect; nearly all actives have a fitted effect of over 80% in size; some results filed as inactive show a strong effect at the top dose
#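 Activators of BRCA1 expression were detected as increased firefly luciferase luminescence in engineered MCF7 cells after 48 h compound incubation. Signals were scaled to genistein 10 microM as full activation.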
# p53 reactivation: restores transcriptional activity of mutant p53; H1299 p53-A138V BP100-luciferase reporter, luminescence, 24 h; Potency, µM (top dose mostly 92.2 µM), for the others: at the top dose activity change, positive = activation, hits mostly activators; 320,000 compounds, 0.063% hits; AID 504706; also: potency is read from the fitted curve at half-maximal effect; % of control where 0% means no effect; nearly all actives have a fitted effect of over 45% in size
#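 H1299 (p53-null), stable ts p53-A138V + BP100-Luc; 1000 cells/well, Opti-MEM/10% FBS; cpd 4 pt, 1:5; 24 h, 37 deg C, 5% CO2; detection reagent 10 min RT; luminescence.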
# Giardia killer: Giardia lamblia killing | 340,000 compounds, 0.15% hits | activity change, % at 7.66 µM, hits read low | Giardia lamblia trophozoite viability | AID 540267; in the data active = activity change below about -80%; inconclusive = between about -30% and that limit;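 also: parasites exposed to compound for two days anaerobically before the ATP read; % is scaled to controls: 0 for no effect and ±100 for the full control effect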
#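 ATP-content bioluminescence gauges trophozoite survival. Cells (100/well) receive compound and incubate anaerobically for 48 hrs at 37 deg C; detection reagent follows for 15-30 min at room temperature.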
# NPC1 prom act: activators of NPC1 promoter; AID 485313; Huh7 NPC1 promoter luciferase reporter, 24 h; Potency, µM (top dose mostly 9.22 µM), without a hit: at the highest dose activation, usual class: activators; 320,000 compounds, 2.4% hits;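 also: potency is read from the fitted curve at half-maximal effect; % of control where 0% means no effect; nearly all actives have a fitted effect of over 60% in size; reporter is driven by a mutant NPC1 promoter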
#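 NPC1 promoter–luciferase Huh7 cells; 24 h compound; luminescence.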
# Rab9 prom act: Rab9 promoter activation; Huh7 Rab9 promoter-luciferase reporter, luminescence, 24 h; Potency, µM (doses to about 9.22 µM), for inactives: at the highest dose activation, negative = inhibition, hits mostly activators; 320,000 compounds, 2.8% hits; AID 485297; also: potency is read from the fitted curve at half-maximal effect; % of control where 0% means no effect; nearly all actives have a fitted effect of over 60% in size
#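 Using Huh7 cells stably transfected with Rab9 promoter–luciferase, compounds were incubated 24 h at 37 °C, 5% CO2; luciferase luminescence was read 10 min after reagent addition.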
# RORgamma inh: ROR gamma (mouse) transcription inhibition | Drosophila S2 Gal4-RORgamma UAS-luciferase reporter, 20 h | Potency, µM (top dose mostly 53.6 µM), inactives show at the top dose activity change, negative = inhibition, most hits filed as inhibitors | 310,000 compounds, 5.4% hits; also: potency is read from the fitted curve at half-maximal effect; % is scaled to controls: 0 for no effect and ±100 for the full control effect; nearly all actives have a fitted effect of over 60% in size
# Target sequence (P51450 whole entry, looked up, the tested form may be a part): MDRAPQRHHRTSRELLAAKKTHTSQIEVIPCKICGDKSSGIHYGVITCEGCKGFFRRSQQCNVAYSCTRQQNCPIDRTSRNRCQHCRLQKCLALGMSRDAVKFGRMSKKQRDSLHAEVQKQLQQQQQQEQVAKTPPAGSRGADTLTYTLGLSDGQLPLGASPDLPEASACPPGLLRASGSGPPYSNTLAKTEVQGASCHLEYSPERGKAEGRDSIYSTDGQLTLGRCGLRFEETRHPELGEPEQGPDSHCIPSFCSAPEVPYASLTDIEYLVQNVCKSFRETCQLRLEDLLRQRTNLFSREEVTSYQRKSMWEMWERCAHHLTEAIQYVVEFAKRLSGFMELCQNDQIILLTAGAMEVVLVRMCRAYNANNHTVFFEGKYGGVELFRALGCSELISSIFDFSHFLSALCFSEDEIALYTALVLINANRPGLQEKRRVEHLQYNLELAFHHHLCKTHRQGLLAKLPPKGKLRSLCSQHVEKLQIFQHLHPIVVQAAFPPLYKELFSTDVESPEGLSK
#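 Read-out: Photinus luciferase luminescence; inhibitors lower reporter signal. Insect Schneider cells with Gal4-ROR gamma fusion under metallothionein promoter, UAS reporter; 700 uM final copper sulfate induction, 20 hr, ambient temperature.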
# VP16 counter: counter-screen for ROR gamma inhibitors: Gal4-VP16 reporter; 310,000 compounds, 3.5% hits; Potency, µM (series often up to 53.6 µM), inactives show top-dose activity, negative = inhibition, hits mostly inhibitors; Drosophila S2 Gal4-VP16 UAS-luciferase, luminescence, 20 h;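 also: Gal4-VP16 expression switched on by copper sulfate through the metallothionein promoter; potency is read from the fitted curve at half-maximal effect; % is scaled to controls: 0 for no effect and ±100 for the full control effect; nearly all actives have a fitted effect of over 50% in size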
# ELG1 genotox: induces genotoxicity in HEK293T cells with luciferase-tagged ELG1. HEK293T ELG1-luciferase reporter, luminescence, 16 h. Potency, µM (titrated, usually from 46 µM), for inactives: top-dose activity change, positive = activation, actives largely listed as activators. 330,000 compounds, 1.3% hits; also: potency is read from the fitted curve at half-maximal effect; % of control where 0% means no effect; nearly all actives have a fitted effect of over 60% in size
#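 Step 1: seed 2,000 HEK293T ELG1-luciferase cells per well. Step 2: add compound or DMSO, incubate 16 hr at 37 °C. Step 3: ONE-Glo, 30 min at room temperature, read luminescence.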
# Menin MLL FP TR: menin-MLL binding inhibition, Texas Red mutant peptide. O00255. Menin + Texas Red MLL mutant peptide, fluorescence polarization. Potency, µM (doses to about 61.6 µM), for inactives: at the highest dose FP activity change, negative = inhibition, actives largely listed as inhibitors. 270,000 compounds, 0.23% hits; active = well fitted inhibition curve with a large enough effect in the polarisation, with a control signal flat, not every such curve was filed as active; inconclusive = small, poorly fitted or top-dose-only effect, or effect the other way, or a change in a side signal; inactive = no such curve, though single readings can be large or run the other way; the % refers to the polarisation; also: potency is read from the fitted curve at half-maximal effect; % of control where 0% means no effect; many of its hits are not listed in these tables
# PKM2 act: activators of human pyruvate kinase M2; AID 1631; 260,000 compounds, 0.34% hits; P14618; purified PKM2, Kinase-Glo ATP luminescence, activation; response scale: 0% is enzyme alone, no compound; Potency, µM (titrated, usually from 57.5 µM), without a hit: at the highest dose activation, usual class: activators; also: potency is read from the fitted curve at half-maximal effect; % is scaled to controls: 0 for no effect and ±100 for the full control effect; nearly all actives have a fitted effect of over 55% in size
#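 hPK-M2, >95% pure; 0.1 mM ADP / 0.5 mM PEP final; imidazole pH7.2 buffer w/ 7 mM MgCl2, 50 mM KCl; 1 h RT; Kinase-Glo lum. Intermediate enzyme activity for dual inhibitor/activator qHTS.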
# The depositor's hits bear a star; ? = inconclusive; · = no result given; & = joins results of further samples. Unless noted, calls follow the shape of the dose curve; as a rule, active = well fitted curve in the direction sought with a large enough effect; inconclusive = small, poorly fitted or top-dose-only effect, or another doubt; inactive = no such curve, though single readings can be large; an effect the other way counts as inactive or inconclusive. A portion of the library, so the mix of outcomes need not match the whole.
# Field names: A = FLuc counter; B = BRCA1 expr up; C = p53 reactivation; D = Giardia killer; E = NPC1 prom act; F = Rab9 prom act; G = RORgamma inh; H = VP16 counter; I = ELG1 genotox; J = Menin MLL FP TR; K = PKM2 act
[1] [O-]/C(=C(\C(=S)NCc1ccc2c(c1)OCO2)[n+]1ccccc1)c1ccc(Cl)s1
  A: -20.3% | B: -22.4% | C: 7.4% | D: -14.0 | E: -0.7% | F: 8.9% | G: -1.4% | H: 22.7% | I: 0.4% | J: ? | K: -24.9%
[2] CCOc1ccccc1C(=O)NCC(=O)NCCCc1ccccc1
  A: 3.9% | B: -22.9% | C: -2.3% | D: 18.5 | E: 1.1% | F: 3.2% | G: 14.3% | H: -2.6% | I: ? | J: -0.7% | K: 2.4%
[3] CN1CCN(C(=O)c2cc(-c3ccco3)on2)CC1
  A: ? | B: 48.3% | C: 27.6% | D: 14.9 | E: 13.0% | F: 3.6% | G: 39.3% | H: 10.7% | I: 21.8% | J: · | K: -3.1%
[4] O=C(CO/N=C/c1ccc(OC(F)F)cc1)NCc1ccc(F)cc1
  A: -10.7% | B: -28.4% | C: 2.0% | D: 10.2 | E: 9.0% | F: 2.6% | G: -23.2% | H: ? | I: -8.4% | J: -5.7% | K: -3.7%
[5] COc1ccccc1C(=O)N/C(N)=N/c1nc2ccccc2o1
  A: ? | B: 0.8% | C: 4.5% | D: -2.7 | E: ? | F: ? | G: 8.91µM* | H: ? | I: 16.1% | J: 0.2% | K: -3.0%
[6] Cn1ncc(N)c1C(=O)Nc1cccc(C(F)(F)F)c1
  A: 0.4% | B: 5.4% | C: -2.2% | D: -2.1 | E: 0.7% | F: -4.5% | G: 26.7% | H: -4.9% | I: 0.4% | J: 0.8% | K: -0.5%
[7] CCc1ccc(NC(=O)c2ccc3c(=O)n4c(nc3c2)CCCCC4)cc1
  A: 16.9µM* | B: 3.1% | C: 6.5% | D: -9.7 | E: 19.4% | F: -0.4% | G: 13.4% | H: -3.5% | I: -7.5% | J: · | K: -2.4%
[8] O=C(COC(=O)c1cccc(O)c1)Nc1ccc(OC(F)F)cc1
  A: -16.5% | B: -30.0% | C: -3.0% | D: 2.8 | E: 0.4% | F: -6.9% | G: 23.9% | H: -2.1% | I: 1.8% | J: 18.3% | K: 1.6%
[9] CC(=O)N1CCN(c2ccccc2NC(=O)c2ccc(-c3cccc([N+](=O)[O-])c3)o2)CC1
  A: -8.3% | B: -12.8% | C: -1.8% | D: 29.6 | E: 0.4% | F: 9.2% | G: -4.8% | H: 10.7% | I: -4.8% | J: -2.2% | K: 3.1%
[10] Cc1ccc(NC(=O)CSc2nnc(-c3cc(C)[nH]n3)n2N)cc1
  A: ? | B: -15.6% | C: -3.7% | D: 8.8 | E: -0.7% | F: -1.4% | G: -36.7% | H: ? | I: -0.1% | J: · | K: ·

# In another format: 3 of the compounds above
9: CC(=O)N1CCN(c2ccccc2NC(=O)c2ccc(-c3cccc([N+](=O)[O-])c3)o2)CC1
1: [O-]/C(=C(\C(=S)NCc1ccc2c(c1)OCO2)[n+]1ccccc1)c1ccc(Cl)s1
10: Cc1ccc(NC(=O)CSc2nnc(-c3cc(C)[nH]n3)n2N)cc1

Compound | 9 | 1 | 10
FLuc counter | -8.3% | -20.3% | ?
BRCA1 expr up | -12.8% | -22.4% | -15.6%
p53 reactivation | -1.8% | 7.4% | -3.7%
Giardia killer | 29.6 | -14.0 | 8.8
NPC1 prom act | 0.4% | -0.7% | -0.7%
Rab9 prom act | 9.2% | 8.9% | -1.4%
RORgamma inh | -4.8% | -1.4% | -36.7%
VP16 counter | 10.7% | 22.7% | ?
ELG1 genotox | -4.8% | 0.4% | -0.1%
Menin MLL FP TR | -2.2% | ? | ·
PKM2 act | 3.1% | -24.9% | ·

# Later entries
# Field names: A = FLuc counter; B = BRCA1 expr up; C = p53 reactivation; D = Giardia killer; E = NPC1 prom act; F = Rab9 prom act; G = RORgamma inh; H = VP16 counter; I = ELG1 genotox; J = Menin MLL FP TR; K = PKM2 act
[11] CC1(C)CC(=O)C([N+](=O)[O-])=C(NCCCO)C1
  A: 6.4% | B: 14.2% | C: ? | D: 11.6 | E: -0.7% | F: -10.2% | G: -13.4% | H: 0.4% | I: 1.5% | J: 2.2% | K: 4.8%
[12] Cc1ccccc1NC(=O)CCC(=O)OCC(=O)c1ccc(-c2ccccc2)cc1
  A: ? | B: -1.0% | C: 35.6% | D: -16.1 | E: 5.7% | F: 0.8% | G: 7.94µM* | H: 10µM* | I: -2.4% | J: 35.5µM* | K: -7.7%
[13] CCn1c2ccccc2c2nc3ccccc3nc21
  A: ? | B: 0.5% | C: 9.2% | D: -10.0 | E: ? | F: -4.0% | G: -7.0% | H: -2.3% | I: 1.4% | J: 5.8% | K: 0.1%
[14] C[C@@H](C(=O)Nc1ccc2ccccc2c1)[C@H]1C[C@]1(C)[C@H](NC(=O)c1cnccn1)c1ccccc1
  A: -0.9% | B: 0.0% | C: 1.4% | D: -2.9 | E: -7.5% | F: -4.2% | G: ? | H: -2.9%&-21.9% | I: -1.4% | J: 2.0%&15.5% | K: -1.6%&-4.6%
[15] Cc1ccc(NC(=O)Cn2c(=O)oc3ccccc32)cc1
  A: 1.3% | B: 24.3% | C: 2.8% | D: -10.1 | E: -1.0% | F: -1.8% | G: 13.2% | H: 15.4% | I: 3.1% | J: 9.7% | K: -2.5%
[16] CC1CCC2(CC1)NC(=O)N(Cc1nnc(-c3cccs3)o1)C2=O (stereo not drawn)
  A: 0.5% | B: 0.0% | C: -1.6% | D: 11.1 | E: -2.9% | F: -2.8% | G: 43.4% | H: -13.3% | I: 0.1% | J: -1.8% | K: 0.3%
[17] CC1Nc2nc(NC(=O)C(C)(C)C)[nH]c(=O)c2N(C)C1C (stereo not drawn)
  A: -0.6% | B: 2.8% | C: -4.6% | D: 7.0 | E: -8.7% | F: 1.0% | G: 17.0% | H: -7.6% | I: -0.4% | J: -18.4% | K: 5.2%

# Another view of some results above.
item	compound	FLuc counter	BRCA1 expr up	p53 reactivation	Giardia killer	NPC1 prom act	Rab9 prom act	RORgamma inh	VP16 counter	ELG1 genotox	Menin MLL FP TR	PKM2 act
12	Cc1ccccc1NC(=O)CCC(=O)OCC(=O)c1ccc(-c2ccccc2)cc1	?	-1.0%	35.6%	-16.1	5.7%	0.8%	7.94µM*	10µM*	-2.4%	35.5µM*	-7.7%
13	CCn1c2ccccc2c2nc3ccccc3nc21	?	0.5%	9.2%	-10.0	?	-4.0%	-7.0%	-2.3%	1.4%	5.8%	0.1%
